High-throughput results from PubChem.
L3MBTL1 block = qHTS Assay for the Inhibitors of L3MBTL1 | Lethal(3)malignant brain tumor-like protein 1 (Homo sapiens), Q9Y468 | AlphaScreen L3MBTL1–H3K9me1 peptide binding | Potency, µM (doses to about 57.1 µM), for inactives: top-dose activity, negative = inhibition, most hits filed as inhibitors | actives 0.66% (n = 230,000) | AID 485360, 2010; active = well fitted inhibition curve with a large enough effect; note: nearly all actives have a fitted effect of over 60% in size
Target sequence (Q9Y468 whole entry, looked up): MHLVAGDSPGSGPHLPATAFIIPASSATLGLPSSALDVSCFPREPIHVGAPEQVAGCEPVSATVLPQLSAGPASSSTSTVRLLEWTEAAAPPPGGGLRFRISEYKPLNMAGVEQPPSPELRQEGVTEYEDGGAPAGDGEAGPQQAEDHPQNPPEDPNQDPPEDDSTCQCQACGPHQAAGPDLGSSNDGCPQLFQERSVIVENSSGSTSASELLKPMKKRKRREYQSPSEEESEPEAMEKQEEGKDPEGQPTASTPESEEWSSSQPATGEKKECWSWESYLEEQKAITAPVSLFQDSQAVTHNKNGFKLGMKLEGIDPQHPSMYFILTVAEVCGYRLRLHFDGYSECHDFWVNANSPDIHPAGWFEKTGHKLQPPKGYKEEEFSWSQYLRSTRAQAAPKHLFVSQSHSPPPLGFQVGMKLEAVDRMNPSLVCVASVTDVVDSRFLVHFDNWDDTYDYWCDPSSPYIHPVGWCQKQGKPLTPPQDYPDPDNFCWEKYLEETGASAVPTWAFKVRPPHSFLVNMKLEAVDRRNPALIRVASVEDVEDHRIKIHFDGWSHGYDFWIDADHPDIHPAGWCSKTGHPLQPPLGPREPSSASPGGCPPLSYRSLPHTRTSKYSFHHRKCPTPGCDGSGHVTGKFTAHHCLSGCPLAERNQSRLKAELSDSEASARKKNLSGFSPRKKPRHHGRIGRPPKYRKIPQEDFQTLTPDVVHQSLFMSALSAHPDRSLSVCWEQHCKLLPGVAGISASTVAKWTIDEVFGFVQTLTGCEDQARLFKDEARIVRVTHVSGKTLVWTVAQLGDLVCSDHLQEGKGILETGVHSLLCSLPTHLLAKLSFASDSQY
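Read-out is AlphaScreen signal from streptavidin donor and nickel chelate acceptor beads (10 ug/mL final each) bridging L3MBTL1 (50 nM) and biotinylated K9-monomethylated H3(1-15) peptide (75 nM), after 30 min compound exposure at room temperature.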
* marks the source's active call; other numbers are inactive results; [ ] = dose if it differs, or a comment. % is set by controls: 0 for no effect and ±100 for the full control effect; potency is the fitted concentration of half-maximal effect. Only part of the results is shown, so the mix of outcomes need not match the whole.

`CN(C)c1nc(Nc2ccc(F)cc2)nc(Oc2ccc(F)cc2)n1` gave L3MBTL1 block 0.5%.
Screening CCCCCCCN1CCN=C1Nc1ccccc1 returned L3MBTL1 block 4.5%.
`O=C(COC(=O)c1cc[n+]([O-])cc1)Nc1ccc([N+](=O)[O-])cc1C(F)(F)F` gave L3MBTL1 block 5.9%.
C=CCn1c(SCc2ccccc2)nc2c1c(=O)[nH]c(=O)n2C was read as L3MBTL1 block -0.9%.
CCOC(=O)C1CCCCN1Cc1ccc(-c2ccccc2)cc1 (stereo not drawn) was read as L3MBTL1 block 6.8%.
For CCCCNc1c(-c2ccc(-c3ccc(OC)cc3)c(OC)c2)nc2ccccn12 the results were L3MBTL1 block -22.3%.
For O=C(Nc1ccc(C(=O)N2CCCC(CO)C2)cc1)c1ccc(Br)o1 (stereo not drawn) the results were L3MBTL1 block 0.4%.
`O=C(CSc1ccccc1)Nc1cccc(S(=O)(=O)N2CCOCC2)c1` gave L3MBTL1 block 1.4%.
O=C(NCC(c1ccccc1Cl)N1CCCC1)C1CCN(C(=O)Nc2ccccc2)CC1 (stereo not drawn) was read as L3MBTL1 block -2.3%.
CC(C(=O)Nc1nccs1)N1C(=O)c2ccccc2S1(=O)=O (stereo not drawn) was read as L3MBTL1 block -1.7%.

For reference, part of the list above.
`CN(C)c1nc(Nc2ccc(F)cc2)nc(Oc2ccc(F)cc2)n1` gave L3MBTL1 block 0.5%.
Screening CCCCCCCN1CCN=C1Nc1ccccc1 returned L3MBTL1 block 4.5%.
`O=C(COC(=O)c1cc[n+]([O-])cc1)Nc1ccc([N+](=O)[O-])cc1C(F)(F)F` gave L3MBTL1 block 5.9%.
C=CCn1c(SCc2ccccc2)nc2c1c(=O)[nH]c(=O)n2C was read as L3MBTL1 block -0.9%.
CCOC(=O)C1CCCCN1Cc1ccc(-c2ccccc2)cc1 (stereo not drawn) was read as L3MBTL1 block 6.8%.
For CCCCNc1c(-c2ccc(-c3ccc(OC)cc3)c(OC)c2)nc2ccccn12 the results were L3MBTL1 block -22.3%.
For O=C(Nc1ccc(C(=O)N2CCCC(CO)C2)cc1)c1ccc(Br)o1 (stereo not drawn) the results were L3MBTL1 block 0.4%.

(cont.)
`C=CCn1c(SCC(=O)N(C)C2CCCCC2)nnc1C1CC1` gave L3MBTL1 block -5.7%.
`C[C@H](CO)N1C[C@H](C)[C@@H](CN(C)C(=O)Nc2ccc3c(c2)OCO3)Oc2ccc(NC(=O)CCN3CCOCC3)cc2C1=O` gave L3MBTL1 block -6.6%.
`CCN(C[C@H]1N[C@@](Cc2ccccc2)(C(=O)OC)[C@H]2C(=O)N(Cc3ccccc3)C(=O)[C@@H]12)S(=O)(=O)c1ccccc1` gave L3MBTL1 block 3.7%.
`N#CCCC(CCC#N)(CCC#N)c1cc[n+](CCc2ccccn2)cc1` gave L3MBTL1 block 8.6%.
For Cc1ccc(C)c(S(=O)(=O)N2CCC3(CC2)OCCN3S(=O)(=O)c2cccs2)c1 the results were L3MBTL1 block 0.5%.
CN(CC(=O)Nc1ccc(F)cc1)CC(=O)N1CCCCCC1 was read as L3MBTL1 block -4.4%.
For CC(NC(=O)c1ccc(C(=O)c2ccccc2)cc1)c1ccc(S(N)(=O)=O)cc1 (stereo not drawn) the results were L3MBTL1 block -9.2%.
CC(CC12CC3CC(CC(C3)C1)C2)NCc1ccccc1O (stereo not drawn) was read as L3MBTL1 block 3.5%[2.29 µM].
Screening Nc1ccccc1C(=O)NCC1(c2ccccc2)CCCC1 returned L3MBTL1 block -8.2%.
C/C(=N\Nc1ncc(Br)cn1)c1cccc([N+](=O)[O-])c1 was read as L3MBTL1 block 1.2%.
For Cc1ccc(C)c(NC(=O)CCC(=O)N2CCOc3ccccc32)c1 the results were L3MBTL1 block -3.6%.
O=C(Nc1ccc(C(=O)N2CCC(N3CCOCC3)CC2)cc1)c1ccc(Br)o1 was read as L3MBTL1 block 6.0%.
COc1ccc(NC(=O)C23CC4CC(CC(Cl)(C4)C2)C3)cc1S(=O)(=O)N1CCOCC1 was read as L3MBTL1 block -6.6%.
`O=C(O)CCCCCNS(=O)(=O)c1ccc2c3c(cccc13)C(=O)N2` gave L3MBTL1 block -13.9%.
N#Cc1ccccc1OCC(=O)NC1CCCCC1 was read as L3MBTL1 block -0.3%.
For Cc1noc(C)c1NC(=O)Nc1ccc2c(c1)C(=O)N([C@H](C)CO)C[C@H](C)[C@@H](CN(C)S(C)(=O)=O)O2 the results were L3MBTL1 block 35.9%[activator].
For COc1ccc(CNC(=O)[C@]2(C)CCC[C@@]3(C)C4CC[C@@]5(C)C[C@]4(CCC32)CC5=O)cc1 (stereo partly drawn) the results were L3MBTL1 block -6.8%.
`O=c1[nH]cc(S(=O)(=O)Nc2ccc3c(c2)OCO3)c(=O)[nH]1` gave L3MBTL1 block -4.8%.
`O=C(Nc1ncccc1O)c1ccc2c(c1)OCCO2` gave L3MBTL1 block -21.3%.
`CC(C)c1ccc(S(=O)(=O)NCc2ccc3c(c2)OCO3)cc1` gave L3MBTL1 block 6.3%.

Pulled one by one from the entries so far, 2 records:
For Cc1ccc(C)c(NC(=O)CCC(=O)N2CCOc3ccccc32)c1 the results were L3MBTL1 block -3.6%.
For Cc1noc(C)c1NC(=O)Nc1ccc2c(c1)C(=O)N([C@H](C)CO)C[C@H](C)[C@@H](CN(C)S(C)(=O)=O)O2 the results were L3MBTL1 block 35.9%[activator].

New compounds follow
`COc1ccc(C)cc1S(=O)(=O)NCC(c1ccco1)N1CCc2ccccc2C1` (stereo not drawn) gave L3MBTL1 block -5.0%.
`O=C(C[C@H]1C(=O)N(CCc2ccccc2)C[C@@H]1Cc1ccccc1)Nc1ccccc1` gave L3MBTL1 block -2.3%.
`COc1cc([N+](=O)[O-])cc(/C=N/NC(=O)C(O)(c2ccccc2)c2ccccc2)c1O` gave L3MBTL1 block -6.5%.
Screening COc1ccc(Cl)cc1NCC(=O)Nc1ccc(OC)c(S(=O)(=O)N2CCCCC2)c1 returned L3MBTL1 block -7.5%.
Screening O=C(c1cccc([N+](=O)[O-])c1)N1CCc2ccccc21 returned L3MBTL1 block 0.0%.
Screening CC1(C2CC2)NC(=O)N(CC(=O)N2CCN(c3ccccc3)CC2)C1=O (stereo not drawn) returned L3MBTL1 block -6.4%.
For COc1ccc(-c2c(C)nn3c(Cl)c(C)c(C)nc23)cc1 the results were L3MBTL1 block -11.2%.
For CC(C)[C@H](NC(=O)N1c2ccccc2NC(=O)[C@@H]1C(C)C)C(=O)N1CCC(C(=O)O)CC1 the results were L3MBTL1 block 42.7%[activator].
CC(=O)c1cccc(NC(=O)C(C)OC(=O)c2cc(C)oc2C)c1 (stereo not drawn) was read as L3MBTL1 block 1.0%.
Screening COc1cc2c(cc1OC)CN(C(=O)CCNC(=O)c1ccc(Br)cc1)CC2 returned L3MBTL1 block -2.5%.
Screening COc1ccccc1N1CCN(C(=O)C2Cc3ccccc3CN2C(=O)c2ccco2)CC1 (stereo not drawn) returned L3MBTL1 block -4.0%.
Screening CC(C)n1cnc2c(NCc3ccccc3)cc(Cc3ccc(F)cc3)cc21 returned L3MBTL1 block -29.6%.
Screening CN(CC(=O)Nc1cccc(F)c1)C(=O)c1sc2ccccc2c1Cl returned L3MBTL1 block 3.9%.
For COc1cc(O)c2c(=O)c3c(O)ccc(O)c3oc2c1 the results were L3MBTL1 block -20.3%.
Screening c1ccc2[nH]c(-c3cnco3)cc2c1 returned L3MBTL1 block -1.4%[2.29 µM].
`COc1ccc(Cl)cc1NC(=O)CN(C)C(=O)c1ccc(COc2ccccc2)cc1` gave L3MBTL1 block 5.7%.
`O=C(Nc1cccc(NC(=O)c2cccc([N+](=O)[O-])c2)n1)c1cccc([N+](=O)[O-])c1` gave L3MBTL1 block -0.2%.
Screening COc1ccc(-n2ncc3c(N4CCC(C)CC4)ncnc32)cc1 returned L3MBTL1 block 12.4%.
`Cc1c(Cl)ccc2sc(NC(=O)c3ccco3)nc12` gave L3MBTL1 block 48.7%[activator].
`CCc1cccc(C)c1NC(=O)c1ccc2nc(N3CCOCC3)sc2c1` gave L3MBTL1 block -0.9%.
`COC(=O)c1ccc2c(c1)sc(=NC(=O)CCS(=O)(=O)c1ccccc1)n2C` gave L3MBTL1 block -0.3%.
CCN(CC)C(=O)COc1c(-c2ccco2)oc2ccccc2c1=O was read as L3MBTL1 block -3.8%.
CC(=O)c1ccc(S(=O)(=O)NC2CC(=O)N(c3ccc(C)c(C)c3)C2)cc1 (stereo not drawn) was read as L3MBTL1 block -2.0%.
`CC(C)N1CC(C(=O)Nc2ccc(C#N)cc2)CC1=O` (stereo not drawn) gave L3MBTL1 block -0.7%.
`Cc1ccc(S(=O)(=O)N2CCC(C(=O)N3CCCC3C(=O)N[C@@H](CC(C)C)C(=O)NCC(N)=O)CC2)cc1` (stereo partly drawn) gave L3MBTL1 block 6.5%.
`C[C@H](CO)N1C[C@H](C)[C@@H](CN(C)S(=O)(=O)c2ccccc2)Oc2c(NC(=O)CCC(F)(F)F)cccc2C1=O` gave L3MBTL1 block 3.9%.
Screening O=C(CS(=O)(=O)c1ccc(F)cc1)N1CCN(c2ccccc2)CC1 returned L3MBTL1 block 8.0%.
`Cc1oc2cc3oc(=O)c(CCC(=O)N4C[C@H]5C[C@@H](C4)c4cccc(=O)n4C5)c(C)c3cc2c1C` gave L3MBTL1 block 1.8%.
Screening Cc1cccc(CN2CCN(C(=O)c3cccc4ccccc34)CC2)c1 returned L3MBTL1 block -0.8%[2.29 µM].
CCN(C(=O)COC(=O)CNS(=O)(=O)c1ccc(SC)c([N+](=O)[O-])c1)C1CCCCC1 was read as L3MBTL1 block -6.0%.
c1ccc(OCCCCN2CCCCC2)cc1 was read as L3MBTL1 block 0.1%.
For CC(C)Cc1nnc(NC(=O)CN2C(=O)C3CCCCC3C2=O)s1 (stereo not drawn) the results were L3MBTL1 block 7.6%.
O=c1cc(-c2ccc(Cl)cc2)nc(N2CCN(c3ccccc3)CC2)[nH]1 was read as L3MBTL1 block 3.4%.
O=C(CC1CCCC1)NCCS(=O)(=O)N1CCN(c2ccccc2F)CC1 was read as L3MBTL1 block 13.9%.
For CCOc1ccc(S(=O)(=O)Nc2cccc(C(=O)N(C)CC(=O)Nc3cccc(OC)c3)c2)cc1 the results were L3MBTL1 block 5.3%.
For COc1ccc(SCCN2CC[C@@H](C(C)(C)C)CCC2=O)cc1 the results were L3MBTL1 block -0.9%.
For CCCCn1c(N)c(N(CCOC)C(=O)c2c(-c3ccccc3)noc2C)c(=O)[nH]c1=O the results were L3MBTL1 block 6.3%.
For O=C(Nc1ccccc1)C1C2CCCCC21 (stereo not drawn) the results were L3MBTL1 block 11.2%.
Screening Cc1ccc(C(=O)CCC(=O)N2CCN(c3ccccc3O)CC2)cc1 returned L3MBTL1 block -4.2%.
Screening COc1ccc(N2CCN(S(=O)(=O)CCNC(=O)COc3ccccc3C)CC2)cc1 returned L3MBTL1 block 3.5%.
Screening Cc1ccc(S(=O)(=O)NCc2ccccc2)cc1C(=O)N(C)CC(=O)Nc1c(Cl)cccc1Cl returned L3MBTL1 block -0.6%.
Screening N#Cc1ccc(OCC(=O)OCC(=O)Nc2sccc2C(N)=O)cc1 returned L3MBTL1 block 1.6%.
For CC1CCN(S(=O)(=O)CCNC(=O)c2ccc3c(c2)OCO3)CC1 the results were L3MBTL1 block 14.2%.
Screening COc1ccc(-c2cc3c(=O)n(CC(=O)NCc4ccccc4F)ncn3n2)cc1 returned L3MBTL1 block 0.8%.
`CSc1ccccc1NC(=O)CN(C)CC(=O)c1[nH]c(C)c(C(C)=O)c1C` gave L3MBTL1 block -5.7%.
For O=C(/C=C/c1ccc(Cl)cc1Cl)OCC(=O)N1CCCC1 the results were L3MBTL1 block 7.5%.
`Cc1cccc(NC(=O)CSCC(=O)OCc2ccccn2)c1` gave L3MBTL1 block -7.1%.
O=C(Nc1ncccc1O)c1cccc(S(=O)(=O)N2CCN(c3ccc(F)cc3)CC2)c1 was read as L3MBTL1 block -17.3%.
Screening C[C@H](NC(=O)c1[nH]cnc1C(=O)Nc1ccon1)c1ccccc1 returned L3MBTL1 block -12.2%.
`CC(C)Cn1c(SCC(=O)N2CCOCC2)nc2ccccc2c1=O` gave L3MBTL1 block -1.7%.
COc1cc(C(=S)N2CCOCC2)cc(OC)c1OC(=O)c1ccc(C)cc1 was read as L3MBTL1 block -14.4%.
Screening COc1cccc(CC(=O)OCC(=O)Nc2nnc(-c3ccccc3)o2)c1 returned L3MBTL1 block 1.8%.
For O=C(CCNS(=O)(=O)c1ccccc1C(F)(F)F)NNC(=O)C1COc2ccccc2O1 (stereo not drawn) the results were L3MBTL1 block 5.8%.
For CCOCCCNC(=O)CN1C(=O)c2cccc3cccc1c23 the results were L3MBTL1 block -2.5%.
`CC(OC(=O)CCN=C1NS(=O)(=O)c2ccccc21)C(=O)Nc1ccccc1F` (stereo not drawn) gave L3MBTL1 block -9.8%.
Cc1cc(C)nc(Nc2ccc(Cl)cc2C)n1 was read as L3MBTL1 block 4.8%.
Screening CCCc1ccc(-c2csc(NC(=O)C3=COCCO3)n2)cc1 returned L3MBTL1 block -1.7%.
Screening Cc1ccc(C(=O)C(C)OC(=O)Cn2cnc3c2c(=O)n(C)c(=O)n3C)cc1 (stereo not drawn) returned L3MBTL1 block 0.5%.
Screening COc1ccc(S(=O)(=O)N2CCN(C(=O)c3ccccn3)CC2)cc1 returned L3MBTL1 block -2.8%.
CC(=O)c1ccc(OC(=O)CCNC(=O)c2ccccc2)cc1 was read as L3MBTL1 block 7.1%.
C=CCNC(=O)c1onc(CSc2nc3ccccc3[nH]2)c1C(=O)NCC=C was read as L3MBTL1 block -2.8%.
